# From PubChem BioAssay
# human PMI inhibitors – MPI inhibition at elevated mannose 6-phosphate – biochemical, fluorescence intensity, high mannose 6-phosphate, primary screen (AID 1220) | recombinant PMI enzyme, coupled fluorescence intensity; higher % means a stronger effect | hit rate 0.66% among 190,000 | inhibition, % at 20 µM; hits with a dose series show IC50 in µM
# Lipid droplet – modulators of hepatic lipid droplet formation; AML12 mouse hepatocytes, oleate lipid droplets, BODIPY imaging; inhibition, % at 6.5 µM; hit rate 0.4% among 240,000; AID 1656;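 active = lipid droplet intensity inhibited by at least 50%, with more than 500 cells counted; inconclusive = wells with under 300 cells, treated as cytotoxic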
#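 Assay system: AML12 mouse liver cells | Compound dosing: One dose, 6.5 µM compound | Read-out basis: Droplet intensity reduction, % inhibition | Measured by: Fluorescence imaging, 20x objective, two fields per well | Schedule: Overnight treatment with compound plus oleate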
# XIAP antagonists – XIAP antagonists, biochemical, IAP family, fluorescence polarization (AID 1018). XIAP BIR domain, fluorescence polarization peptide displacement; higher % means a stronger effect. one-dose displacement, % at 20 µM; IC50 in µM for titrated hits. hit rate 0.007% among 200,000; in the data active = displacement above about 50%; also: a part of the inactive calls stands beside numbers as strong as those of hits
# P. falciparum M17LAP – P. falciparum M17LAP inhibitors, primary screen, biochemical, fluorogenic H-Leu-NHMec substrate, 1536-well (AID 1619); recombinant M17LAP, H-Leu-NHMec fluorogenic kinetic assay; higher % means a stronger effect; one-dose inhibition, % at 30 µM; IC50 in µM for titrated hits; hit rate 0.38% among 220,000;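 active = compound inhibiting the enzyme by more than half at any dose during confirmatory dose-response retesting; inconclusive = strong single-dose inhibitors picked by rank but not retested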;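 also: plate controls were full reaction with DMSO carrier for no effect and no enzyme background for full effect; strong numbers were not always called active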
# K1F lysis inhibition – protection from phage-mediated lysis, alamar blue read-out – E. coli UTI89, K1F phage, bacterial capsule biogenesis inhibitors (AID 488966) | inhibition, % at 100 µM, or IC50 in µM where a hit was titrated | E. coli UTI89 K1F phage lysis, alamar blue, 2 h; higher % means a stronger effect | hit rate 0.02% among 340,000;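 active = phage lysis inhibition, versus mean bacterial control, above a set limit; inconclusive = no clear call, values can overlap the other calls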;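 also: capsule biogenesis inhibitors block K1F phage lysis so surviving cells raise fluorescence; higher fluorescence means more inhibition of phage lysis; actives were called in the ten point dose series up to 300 µM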
# SIAH1 antagonists – blockers of Siah-1 interaction with plectin peptide – biochemical, fluorescence polarization, rhodamine-plectin, uHTS, primary screen (AID 1817); Siah-1 / rhodamine-plectin peptide fluorescence polarization; higher % means a stronger effect; one-dose displacement, % at 20 µM; IC50 in µM for titrated hits; hit rate 0.02% among 290,000;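 active = displacement of at least 50% at 20 µM, with a fluorescence ratio check between 0.3 and a set limit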;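 also: plate controls were Siah plus tracer with DMSO for no effect and tracer alone without Siah for full effect; strong numbers were not always called active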
# PMI inhibitors – inhibitors of human PMI, primary screen, biochemical, fluorescence intensity, coupled assay (AID 1209) | inhibition, % at 20 µM, or IC50 in µM where a hit was titrated | hit rate 0.42% among 190,000 | purified PMI enzyme, coupled fluorescence intensity; higher % means a stronger effect;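 also: plate controls were DMSO vehicle for no effect and wells lacking substrate for full effect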
# M1AAP inhibition – P. falciparum M1AAP inhibitors, biochemical, fluorogenic H-Leu-NHMec substrate, 1536-well (AID 1445) | recombinant M1AAP, H-Leu-NHMec fluorogenic kinetic assay; higher % means a stronger effect | inhibition, % at 30 µM; hits with a dose series show IC50 in µM | hit rate 0.42% among 220,000;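 active = primary inhibition above the hit cutoff, then over 50% inhibition at one or more dose response concentrations, cut at about 23% in these data, passing the limit was not always enough; inconclusive = conflicting primary data, or primary hits not chosen for dose response; inactive = low primary inhibition, or under 50% at every dose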;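 also: plate controls were DMSO full reaction for no effect and no enzyme background for full effect; strong numbers were not always called active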
# TNAP activation fold – stimulation of alkaline phosphatase TNAP activity – biochemical, luminescent, no phosphate acceptor, uHTS, primary screen (AID 1001); purified TNAP, luminescent activation assay, no phosphate acceptor; higher activation fold means a stronger effect; activation fold at 20 µM, or EC50 in µM where a hit was titrated; hit rate 0.03% among 200,000; in the data active = activation fold from about 3, or a potency from the dose series; inactive = the rest, 99 in 100 with activation fold below about 1.6; also: many of its hits are not listed in these tables
# Lipid droplet cells 6.5 µM – second read-out of Lipid droplet, no call of its own (marks repeat the call); cell count; measured here: cell count, cytotoxicity flag;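 cells counted across two imaged fields per well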
# Numbers without * were called inactive; ? = inconclusive; / = no result given; [ ] = dose if it differs, or a comment. Rule as the data show it, unless noted: active = inhibition above about 50%; inactive = the rest.
Structure	SIAH1 antagonists	XIAP antagonists	K1F lysis inhibition	human PMI inhibitors	PMI inhibitors	TNAP activation fold	P. falciparum M17LAP	Lipid droplet	M1AAP inhibition	Lipid droplet cells 6.5 µM
COc1ccc(/C=C(\NC(=O)c2ccccc2)C(=O)N/N=C/c2cccnc2)cc1	0%	/	0.3%	/	/	/	3%	-2	11%	725
CCc1ccccc1NC(=S)N1CCC(C(=O)c2ccc(F)cc2)CC1	1%	-2.2%	0.7%[50 µM]	12%	9%	1.1	-8%	/	-3%	/
CC(NC(=O)c1cc(-c2ccccc2)on1)c1ccccc1 (stereo not given)	-4%	-1.1%	5.1%	11%	13%	1	2%	-2	3%	698
O=C(NCc1ccccc1C(F)(F)F)C1CC(c2ccccc2C(F)(F)F)=NO1 (stereo not given)	-2%	/	9.5%	/	/	/	11%	7	2%	716
COc1cccc(NC(=S)NCCc2ccccn2)c1	0%	-2.7%	0.2%	21%	3%	1	-2%	2	4%	688
CCOC(=O)Nc1ccc(S(=O)(=O)Nc2nccc(C)n2)cc1	3%	-2.4%	0.5%	-4%	3%	1.1	6%	-17	-4%	704
S=c1[nH]cnc2sc(-c3ccccc3)cc12	8%	-6.8%	0.3%	-44%	-39%	1	6%	1	18%	746
CNc1ccccc1C(C)(C)c1cc(-c2cccc([N+](=O)[O-])c2)no1	2%	-9.1%	-0.1%	33%	8%	1.1	-5%	-13	5%	688
COc1ccc(N(CC(=O)Nc2cc(Cl)ccc2OC)S(=O)(=O)c2c(C)noc2C)cc1	6%	-1.1%	0.5%	9%	12%	1.2	-1%	/	0%	/
CC(=C\C(=O)O)/C(=C\c1cccc2ccccc12)C(=O)O	8%	/	-0.2%	/	/	/	16%	-5	2%	738
Cc1ccc(N(C(=O)c2cccs2)C2C=CS(=O)(=O)C2)cc1 (stereo not given)	-7%	-1.7%	-2.4%	-1%	7%	1.1	10%	/	2%	/
Cc1ccc(S(=O)(=O)Nc2cccnc2Oc2ccc(Cl)cc2)cc1	-4%	/	0.1%	/	/	/	-10%	9	15%	687
CC12CN3CCN(CC(C3)C1(O)CN1CCOCC1)C2 (stereo not given)	-1%	-5.2%	0.4%	8%	1%	1.1	4%	/	-2%	/
CC(C)NC(=S)NC(=O)/C=C/c1ccc(F)cc1	5%	-5.4%	3.2%	-2%	-2%	1	9%	-4	-4%	681
COCCn1c(SCC(=O)Nc2cc(Cl)ccc2OC)nc2c(c1=O)SC(C)C2 (stereo not given)	10%	-3.9%	2.1%	2%	4%	1.1	-1%	-6	7%	664
COc1cc(Br)c(C2C(C#N)=C(N)Oc3n[nH]c(-c4cccnc4)c32)cc1OC (stereo not given)	2%	-6.6%	-0.3%	13%	6%	1	6%	-20	45µM*	628
CN(C)/C(CN1CCN(C=O)CC1)=C1\N=C(c2ccccc2)OC1=O	-3%	-5.5%	5.5%	7%	1%	1	29%	/	10%	/
O=C1CNC(=S)N1CCCn1ccnc1	5%	0.0%	?	6%	5%	1.1	-3%	-16	3%	736
CCN(CC)CCCN1C=C2C(=O)C(C)(OC(=O)CCc3ccccc3)C(=O)C=C2C=C1c1ccc(C#N)cc1 (stereo not given)	-5%	/	-1.5%	/	/	/	-13%	-3	0%	655
Cc1cc(C)cc(NC(=O)Cn2nnc3ccccc3c2=O)c1	-2%	-4.6%	0.0%	-8%	-16%	1	18%	-16	3%	696
CC(C)c1nnc(NC(=O)CCCC(=O)O)s1	2%	-3.8%	0.9%	1%	-3%	1.1	4%	3	-2%	806
COC(=O)c1ccccc1-c1ccc(/C=N/NC(=O)c2cc3ccccc3o2)o1	0%	-6.2%	0.6%[50 µM]	15%	16%	1.1	-6%	42	12%	661
O=C(O)C1=NN(c2ccccc2)C(=O)C1	9%	/	-0.2%[50 µM]	/	/	/	9%	7	1%	696
CCn1ncc(Br)c1C(=O)Nc1ccc(Cl)cn1	0%	-3.3%	4.3%	2%	7%	1.1	-2%	1	4%	574
Cc1ccc(-n2c(C)cc(/C=C3/SC(=O)N(CC(=O)N4CCOCC4)C3=O)c2C)nc1	-3%	/	/	/	/	/	17%	-5	2%	746
CCSc1nnc(NC(=O)CN2C(=O)C3CC=CCC3C2=O)s1 (stereo not given)	2%	-5.1%	0.2%	-2%	-2%	1.1	8%	12	-1%	684
Cc1ccc2oc(=O)c3cc(C(=O)NCCN4CCN(C)CC4)sc3c2c1	0%	9.3%	4.6%	5%	6%	1.1	-3%	-9	7%	597
CCOC(=O)CC(=O)CSc1ncnc2c1oc1ccccc12	0%	-3.4%	1.3%	2%	7%	1.1	21%	3	12%	726
Cc1onc(-c2c(F)cccc2Cl)c1C(=O)NCCCN1CCOCC1	0%	-6.6%	4.0%	7%	9%	1.1	-2%	-9	2%	757
CN(C)CCNc1ncnc2c1sc1nc(N3CCCC3)c3c(c12)CC(C)(C)OC3	0%	/	-3.9%	/	/	/	44%	8	15%	725
CCCCN(C)C(=O)C(Cc1ccccc1)NS(=O)(=O)c1ccc2c(c1)c(=O)n(C)c(=O)n2C (stereo not given)	-3%	-2.7%	0.0%	0%	0%	1.2	10%	/	6%	/
COc1cc2c(=O)n(Cc3ccccc3)c(=O)n(CC(=O)NCc3ccco3)c2cc1OC	2%	-3.8%	0.5%	18%	19%	1.1	-16%	2	-1%	703
CC(Nc1ccccc1CO)C(=O)Nc1cccc(Cl)c1Cl (stereo not given)	2%	-3.4%	0.3%	8%	6%	1	-1%	-9	3%	582
COC(=O)C(Cc1ccccc1)NC(=O)c1cc(S(=O)(=O)N(C)C)ccc1Cl (stereo not given)	-2%	-8.7%	0.1%	16%	5%	1.2	3%	0	5%	653
Cc1cccc(CCN=c2c([N+](=O)[O-])nn(-c3ccccc3)n2O)c1	-3%	-2.3%	0.2%	-1%	-10%	0.9	6%	-11	0%	659
Cc1ccccc1NC(=O)Nc1nc2ccc(S(C)(=O)=O)cc2s1	16%	-4.7%	0.9%[50 µM]	-12%	5%	1.1	-4%	1	2%	503
CC(C)c1cc(C(=O)Nc2sc3c(c2C#N)CCC3)no1	4%	-1.5%	0.8%	0%	0%	1.1	12%	/	21%	/
O=C1CC(Nc2ccc(N3CCOCC3)cc2)C(=O)N1Cc1ccccc1 (stereo not given)	-5%	-4.0%	2.9%	1%	-11%	1.1	29%	16	16%	719
CCN(C(N)=S)c1ccccc1	3%	-3.7%	0.2%	5%	0%	1.1	6%	/	1%	/
CN1CCN(c2nc(-c3ccccc3)c3cc(Cl)ccc3n2)CC1	-1%	-3.0%	1.8%	-7%	-5%	0.9	-7%	/	3%	/
CCCN(CC(=O)Nc1ccccc1C)C(=O)/C=C/c1cccs1	-3%	-2.5%	0.1%	0%	10%	1.3	14%	-1	-1%	557
CC1(/[N+]([O-])=C/c2cccc(Cl)c2)CCCCC1=O (stereo not given)	-1%	/	0.0%	/	/	/	-6%	2	-5%	732
N/C(=N\OC(=O)Nc1ccccc1)c1ccno1	4%	/	/	/	/	/	6%	19	4%	639
COc1ccc(OCC(=O)C2CC2)c(C#N)c1	-2%	/	-0.6%	/	/	/	-6%	17	-7%	719
CN(C)CCCN(C(=O)c1ccco1)c1nc2ccc(F)cc2s1	-10%	-6.8%	0.2%	-24%	-28%	1	-1%	-6	1%	703
Cc1cc(C)c(/C([O-])=C(/C(=S)Nc2ccc(SC(F)F)cc2)[n+]2ccccc2)cc1C	2%	-8.0%	-1.4%	-2%	12%	1.1	2%	0	7%	716
CCn1c(CCNC(=O)c2ccccc2Cl)n[nH]c1=S	3%	-1.6%	1.5%	4%	6%	1	5%	/	-2%	/
O=[N+]([O-])c1ccc(N2CCN(S(=O)(=O)c3ccccc3)CC2)c2cccnc12	2%	-6.6%	0.1%	49%	18%	1	11%	9	6%	678
CCOc1ccc(CCNC(=O)COC(=O)Cn2cnc3ccccc3c2=O)cc1OCC	8%	-4.4%	0.0%	0%	-5%	1.2	-4%	0	-5%	731
COc1ccc(CN2CC(C(=O)NCCc3ccccc3)CC2=O)cc1 (stereo not given)	-1%	0.2%	7.6%	-3%	2%	1	1%	/	4%	/
CCOC(=O)N1CCN(c2c(N3CCc4ccccc43)c(=O)c2=O)CC1	-4%	-2.2%	-1.0%	-1%	-2%	1.1	43%	/	15%	/
O=C(CCC(=O)Nc1ccccc1)NCCO	4%	-14%	0.1%	-15%	-11%	1.1	0%	-4	-1%	743
O=C(NNC(=S)NCc1ccccc1)c1ccc(Br)o1	-4%	-12%	0.0%	-3%	-17%	2.3	2%	-9	-9%	693
CCCCCCCc1nc2c(=O)n(C)c3ccccc3c2o1	2%	-6.7%	-0.1%	1%	3%	1.1	-1%	13	-2%	810
Cc1c(Cl)cccc1NC(=O)Nc1ccc(C(N)=O)cc1	22%	-3.4%	0.1%	4%	8%	1	-8%	7	-5%	699
